Vif inh: HIV Vif inhibition; HEK293T cells, Vif self-association by quenched fluorescence, imaging, 24 h; inhibition, % at 7.49 µM; hit rate 0.35% among 340,000; in the data active = inhibition above about 50%, passing the limit was not always enough; inconclusive = no clear call, values can overlap the other calls; inactive = below about 31%; note: some results filed as inactive read as strong as hits
TRPM1 prom inh: MITF TRPM1 promoter inhibition in SK-MEL-5 cells; hit rate 0.83% among 330,000; AID 488899; inhibition, % at 12.5 µM; SK-MEL-5 TRPM1 promoter luciferase, 24 h;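 active = mean inhibition across replicates of 60% or more, whatever share of single replicates reaches that level; inconclusive = some that reach 60%, reason not given; inactive = mean inhibition across replicates below 60%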; note: values of inactives mirror those of a sister screen read the other way
HIF-2a inh: inhibitors of HIF-2a | hit rate 0.72% among 360,000 | inhibition, % at 18.8 µM | 786-0 RCC cells HIF-2a reporter, luciferase luminescence, overnight | AID 624352;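 active = inhibition of the luminescence signal of 40% or more relative to plate controls, in a single-dose primary screen at 18.75 µM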
PDI turbidity: PDI (human) enzyme inhibition; PDI insulin aggregation turbidity, A650, 90 min; inhibition, % at 10 µM; hit rate 0.052% among 350,000;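 active = mean inhibition across replicates of 30% or more, whatever share of single replicates reach that level; inconclusive = mean inhibition below 30% while every single replicate reaches 30%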;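 note: absorbance from insulin aggregation driven by PDI reduction with DTT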
Target sequence (P07237 whole entry, looked up): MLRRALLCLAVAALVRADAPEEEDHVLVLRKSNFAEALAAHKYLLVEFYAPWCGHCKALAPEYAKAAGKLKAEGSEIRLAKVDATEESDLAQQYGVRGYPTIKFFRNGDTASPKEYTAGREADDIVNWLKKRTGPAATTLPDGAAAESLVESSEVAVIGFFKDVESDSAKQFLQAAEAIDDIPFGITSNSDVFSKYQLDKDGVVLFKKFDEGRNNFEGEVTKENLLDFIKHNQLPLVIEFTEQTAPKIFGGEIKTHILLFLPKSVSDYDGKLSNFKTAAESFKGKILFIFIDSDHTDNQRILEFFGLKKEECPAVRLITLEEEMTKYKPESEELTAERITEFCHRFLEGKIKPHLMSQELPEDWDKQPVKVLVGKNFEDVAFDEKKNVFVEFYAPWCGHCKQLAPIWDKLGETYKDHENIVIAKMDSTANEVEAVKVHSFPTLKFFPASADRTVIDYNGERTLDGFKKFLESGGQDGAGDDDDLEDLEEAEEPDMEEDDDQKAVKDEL
NR2E3 ag-1: agonists of human nuclear receptor NR2E3 | Q9Y5X4 | GST-NR2E3/biotin-RetCOR TR-FRET, 1536-well | inhibition of corepressor binding, % at 4.78 µM | hit rate 0.12% among 320,000 | AID 2300;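 active = percent inhibition above the cutoff of mean plus 3 SD of all tested compounds, set per screening campaign, cut at about 20% in these data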;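 note: 0% = DMSO wells and 100% = biotin wells as full block of FRET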
Target sequence (Q9Y5X4 whole entry, looked up): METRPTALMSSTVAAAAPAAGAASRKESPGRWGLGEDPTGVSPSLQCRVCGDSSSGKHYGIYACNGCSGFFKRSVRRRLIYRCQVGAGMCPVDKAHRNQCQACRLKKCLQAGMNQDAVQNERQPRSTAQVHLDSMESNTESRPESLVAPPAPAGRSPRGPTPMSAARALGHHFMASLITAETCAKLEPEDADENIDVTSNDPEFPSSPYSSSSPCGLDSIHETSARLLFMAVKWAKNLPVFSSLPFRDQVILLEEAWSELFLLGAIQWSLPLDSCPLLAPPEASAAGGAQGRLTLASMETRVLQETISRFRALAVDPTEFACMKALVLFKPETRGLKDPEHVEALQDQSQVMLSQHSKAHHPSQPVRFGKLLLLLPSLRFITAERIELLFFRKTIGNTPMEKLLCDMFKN
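Assay system: NR2E3–RetCOR corepressor complex. Quantity: 1.35 nM GST-NR2E3. Buffer or medium: pH 7.5 Tris-based buffer. Reagent: biotinylated RetCOR corepressor at 7 nM final. Schedule: 5 h at 4 °C. Detection: TR-FRET, emission read at 617 and 671 nm. Replicates: one well per compound, singlicate testing.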
Peg3 prom inh: inhibitors of Peg3 promoter; hit rate 1.7% among 360,000; AID 588405; HeLa PEG-Prom luciferase reporter, luminescence, overnight; inhibition, % at 20 µM;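 active = inhibition of at least 50% at 20 µM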
CaV13 FRET inh: Disruptors of the CACNA1D IQ motif to Ca2+-dependent inactivation inhibitor domain association, primary screening, Förster resonance energy transfer in intact living …; HEK cells, CFP/YFP FRET ICDI-IQ, plate reader, 10 min; percent FRET-ratio fall versus neutral wells; inhibition, % at 12.3 µM; hit rate 0.098% among 340,000; AID 743397;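 active = mean replicate inhibition of at least 30% and at least 1% of replicates passing that level; inconclusive = only one of the two criteria is met; inactive = neither criterion is met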;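 note: 0% = median of the neutral control wells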
Exocytosis inh: blocks lytic granule exocytosis | TALL-104 LAMP-1 surface exposure, flow cytometry; cells stimulated with thapsigargin and PMA | inhibition, % at 10 µM | hit rate 0.66% among 360,000 | AID 651702;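 active = inhibition above about 55%, limit read from the data; inconclusive = no clear call, values can overlap the other calls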
NR2E3 ag-2: human photoreceptor-specific nuclear receptor agonism | Q9Y5X4 | CHO-S Gal4-NCOR/VP16-NR2E3 two-hybrid, luciferase | inhibition of corepressor binding, % at 3.98 µM | hit rate 0.35% among 360,000 | AID 602229;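 active = inhibition above the mean of all tested compounds plus 3 SD, cut at about 70% in these data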;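 note: 0% = DMSO with NR2E3 transfected cells and 100% = cells lacking NR2E3 construct; higher means lower luciferase signal from less NR2E3 corepressor binding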
aDG glyco act: increases alpha dystroglycan glycosylation | Pro5-aDG cells, alpha-DG glycosylation AlphaScreen (IIH6); 0% Pro5, 100% B10-LARGE cell signal | activation, % at 10 µM | hit rate 0.22% among 360,000 | AID 624168;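 active = activation of at least 8% versus controls, or a plate z-score of at least 8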;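 note: Pro5 are CHO cells carrying HIG-tagged alpha-DG that lacks glycosylation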
hiPSC survival: enhancers of human iPSC single-cell survival. hiPSC single-cell survival, ATPlite luminescence; 100% = ROCK inhibitor wells, 0% = DMSO. survival enhancement, % at 20 µM. hit rate 0.044% among 360,000. AID 602274; in the data active = survival enhancement above about 18%;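 note: cells exposed to compounds for 16 hours before the ATP read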
Numbers without * were called inactive; ? = inconclusive; . = no result given.

SMILES | Vif inh | TRPM1 prom inh | HIF-2a inh | PDI turbidity | NR2E3 ag-1 | Peg3 prom inh | CaV13 FRET inh | Exocytosis inh | NR2E3 ag-2 | aDG glyco act | hiPSC survival
CC(C)Cn1c(N)c(C(=O)COC(=O)c2ccc(Br)cc2)c(=O)n(C)c1=O | -2 | 1 | 3 | 2 | . | 10 | -19 | 2 | 22 | 3.4* | -0.5
O=C(NCCc1ccc(F)cc1)C(=O)NCC1CCCN1S(=O)(=O)c1ccccc1 (configuration not stated) | 18 | 19 | 11 | -8 | -2 | 47 | -6 | 6 | -31 | 0.4 | 0.7
COc1cccc(CNC(=O)CCCc2c[nH]c3ccccc23)c1 | -4 | 4 | 2 | -1 | 1 | 3 | . | 1 | 0 | 0.0 | -0.5
COc1ccc(CC(=O)Nc2c3c(nn2-c2cccc(Cl)c2)CS(=O)C3)cc1 (configuration not stated) | -15 | 8 | 6 | 4 | -2 | 4 | 0 | 2 | -14 | 0.0 | 1.9
CCC1CN(C(=O)NCc2ccc(F)cc2)c2cc(Cl)ccc2O1 (configuration not stated) | 3 | 4 | 15 | 0 | . | 17 | -20 | 18 | -30 | 0.1 | -0.4
COc1ccc(S(=O)(=O)N2CCCCC2)cc1NC(=O)c1ccc([N+](=O)[O-])o1 | 0 | 85* | 53* | -4 | -2 | 42 | 8 | 15 | 12 | 1.6 | -0.6
O=C(c1ccc(OC2CCN(Cc3ccccn3)CC2)cc1)N1CCC[C@H]1CO | . | 4 | 2 | -3 | 1 | 6 | -7 | 8 | 16 | -0.1 | -0.4
COc1ccccc1C(=O)OCC(=O)Nc1cccc(S(=O)(=O)NC2=NCCCCC2)c1 | 2 | 10 | 10 | -2 | . | 15 | -9 | 1 | -6 | -0.1 | -1.9
COc1ccc(CN(C(=O)c2cnccn2)C(C(=O)Nc2ccc(F)cc2)c2ccccc2)cc1 (configuration not stated) | . | -9 | 22 | 8 | -3 | 31 | . | 5 | 5 | -0.5 | 2.4
COc1ccc(OCCn2c(N)nc3ccccc32)cc1 | -1 | 7 | 6 | -3 | 2 | 5 | -21 | 14 | -29 | 0.0 | 1.7
O=C(N[C@@H](Cc1ccccc1)C(=O)OCc1ccccc1)c1nc[nH]c1C(=O)N[C@@H](Cc1ccccc1)C(=O)OCc1ccccc1 | -3 | 8 | 14 | -2 | 1 | 7 | 15 | -5 | 7 | -0.5 | -0.6
O=c1c2ccccc2sn1-c1cccc(Cl)c1 | -5 | . | -188 | -2 | . | -42 | -6 | 38 | -11 | 0.5 | -3.1
c1ccc(OCc2nc3ccccc3s2)cc1 | 5 | -28 | -202 | -6 | -3 | -263 | -4 | -5 | -136 | -0.1 | 2.5
COc1ccc(C(NC(=O)CNC(C)=O)C(=O)Nc2ccc3c(c2)OCCO3)cc1 (configuration not stated) | 51* | 5 | -16 | 0 | -1 | -15 | . | -4 | -2 | -0.1 | -1.3
CCCCNC(=O)c1c(O)c2cccc3c2n(c1=O)CCC3 | -5 | 9 | 3 | -14 | -4 | 5 | -5 | 1 | -13 | -0.4 | 5.1

No new results follow: an excerpt of the list.
SMILES | Vif inh | TRPM1 prom inh | HIF-2a inh | PDI turbidity | NR2E3 ag-1 | Peg3 prom inh | CaV13 FRET inh | Exocytosis inh | NR2E3 ag-2 | aDG glyco act | hiPSC survival
COc1ccc(CN(C(=O)c2cnccn2)C(C(=O)Nc2ccc(F)cc2)c2ccccc2)cc1 (configuration not stated) | . | -9 | 22 | 8 | -3 | 31 | . | 5 | 5 | -0.5 | 2.4
COc1ccc(OCCn2c(N)nc3ccccc32)cc1 | -1 | 7 | 6 | -3 | 2 | 5 | -21 | 14 | -29 | 0.0 | 1.7
O=C(N[C@@H](Cc1ccccc1)C(=O)OCc1ccccc1)c1nc[nH]c1C(=O)N[C@@H](Cc1ccccc1)C(=O)OCc1ccccc1 | -3 | 8 | 14 | -2 | 1 | 7 | 15 | -5 | 7 | -0.5 | -0.6
O=c1c2ccccc2sn1-c1cccc(Cl)c1 | -5 | . | -188 | -2 | . | -42 | -6 | 38 | -11 | 0.5 | -3.1
c1ccc(OCc2nc3ccccc3s2)cc1 | 5 | -28 | -202 | -6 | -3 | -263 | -4 | -5 | -136 | -0.1 | 2.5
COc1ccc(C(NC(=O)CNC(C)=O)C(=O)Nc2ccc3c(c2)OCCO3)cc1 (configuration not stated) | 51* | 5 | -16 | 0 | -1 | -15 | . | -4 | -2 | -0.1 | -1.3
CCCCNC(=O)c1c(O)c2cccc3c2n(c1=O)CCC3 | -5 | 9 | 3 | -14 | -4 | 5 | -5 | 1 | -13 | -0.4 | 5.1

Next structures
SMILES | Vif inh | TRPM1 prom inh | HIF-2a inh | PDI turbidity | NR2E3 ag-1 | Peg3 prom inh | CaV13 FRET inh | Exocytosis inh | NR2E3 ag-2 | aDG glyco act | hiPSC survival
Cc1c(CC(=O)O)c(=O)oc2c(C)c(OCc3ccc(F)cc3Cl)ccc12 | . | -2 | 21 | -3 | 2 | -3 | -21 | -19 | -13 | 0.1 | 0.2
Cc1ccc(-c2ccc(/C=N/NC(=O)Cc3nnc(N)s3)o2)cc1Cl | -3 | -1 | -73 | -3 | 3 | -41 | -1 | 6 | -31 | 0.0 | -0.6
O=C(CCC(=O)NNC(=S)Nc1ccccc1)NCc1ccccc1 | 19 | 4 | -76 | 0 | 1 | -15 | -8 | 3 | -24 | -0.1 | -2.9
CCOc1cc2[nH]c(=O)n(CCCCC(=O)NC3CCCCCC3)c(=O)c2cc1OCC | 4 | -8 | -18 | -7 | 0 | 0 | -4 | -3 | -13 | 0.1 | 0.4
Cc1c(C(=O)NCc2ccc3c(c2)OCO3)oc2ccc(S(=O)(=O)N3CCC(C)CC3)cc12 | -17 | 20 | 21 | 1 | 0 | 36 | . | -4 | -1 | 0.4 | 2.8
Cc1cc(-n2c(SCC(=O)NCCC3=CCCCC3)nc3n[nH]c(C)c3c2=N)ccc1Cl | -5 | 56 | 17 | -28 | 59* | 45 | -3 | 2 | 19 | 0.4 | 0.4
CNc1cncc(-c2ccoc2)n1 | -11 | . | 3 | -7 | . | -11 | -4 | 0 | -29 | 0.0 | -1.2
c1cc2c(cc1-c1[nH]ncc1CN1CC3C[C@@H]4CC1C[C@H](C3)C4)OCO2 | 6 | 4 | 10 | -3 | 2 | 16 | -5 | 1 | -3 | -0.6 | 0.4
O=C(CCS(=O)(=O)c1cccc2nsnc12)N1CC(=O)N(CCc2ccccc2)C(=O)C1 | -5 | -6 | 23 | 0 | -1 | 7 | -9 | -2 | 6 | 0.0 | 3.6
Cc1ccccc1NC(=O)NC1(C(=O)N2CCC(C(N)=O)CC2)CCCCC1 | -10 | -1 | 15 | -3 | 0 | -2 | -3 | 0 | 0 | 0.0 | 1.3
O=C(Nc1cccc(F)c1)N1CCN(C/C=C/c2ccccc2)CC1 | -7 | 4 | -1 | 22 | 0 | 10 | -3 | 2 | 12 | 0.1 | -1.0
CC1CCCC(NC(=O)C2CCN(S(=O)(=O)c3cnc[nH]3)CC2)C1C (configuration not stated) | -3 | -5 | 7 | 10 | -2 | 1 | -2 | -12 | -7 | 0.0 | -0.4
COc1cc2c(cc1O)CCN(C(=O)CSc1nncn1C)[C@@H]2C | -7 | 3 | 5 | . | 0 | -7 | . | -5 | -1 | 0.0 | 2.9
COc1ccc(Oc2cc(C)nc(Cl)n2)nn1 | -2 | 3 | 9 | 2 | 1 | 15 | -5 | 0 | -6 | 0.3 | 3.4
COCCn1c(C)cc(/C=C2/NC(=O)N(c3cccc(Cl)c3)C2=O)c1C | -3 | -18 | -14 | -6 | 2 | -216 | -23 | 6 | 27 | -0.7 | 0.9
Brc1ccccc1OCCOc1cccc2cccnc12 | -12 | -18 | -165 | -4 | -2 | -148 | -16 | 2 | -53 | 0.5 | -0.2
Cc1nn2c(NCCCN3CCOCC3)c3c(nc2c1-c1ccccc1)CCC3 | 4 | -7 | 10 | 10 | -1 | 24 | -8 | 1 | 4 | 0.1 | 0.0
Cc1ccc2nc(SCC(=O)c3c(C)[nH]c4ccccc34)[nH]c2c1 | 1 | -8 | -156 | 2 | -3 | -51 | -2 | 5 | -26 | 0.3 | -1.0
CCC(CO)NC1=CC(=O)CCC1 (configuration not stated) | 7 | 10 | 6 | -1 | 0 | 8 | -3 | 4 | 6 | 0.0 | -2.1
Cc1nc2ccccc2c(C)c1C(=O)c1ccccc1 | 0 | 0 | 19 | -3 | 0 | -1 | 1 | 2 | -23 | -0.4 | 3.9
Cc1ccc(NC(=O)COC(=O)C2CC3C=CC2C3)cc1S(=O)(=O)N1CCCCC1 (configuration not stated) | -3 | -10 | 8 | 6 | 0 | 9 | -3 | -4 | 5 | -0.1 | 1.2
COc1ccc(C(=O)Nc2cc(C)on2)cc1 | 13 | -32 | -64 | 1 | -4 | -129 | -6 | 2 | -79 | 0.2 | -4.0
Cc1cc(Cl)ccc1OCC(=O)Nc1nc(-c2cccnc2)cs1 | ? | 3 | 0 | -4 | 1 | 10 | -2 | 1 | -4 | 0.0 | -0.4
COc1ccc(CNC(=S)N2CCN(S(=O)(=O)c3cccc(F)c3)CC2)cc1 | -3 | -2 | 7 | 13 | 1 | 26 | -16 | -1 | 6 | 0.0 | -0.8
COc1cccc(C(C(=O)NCC2CCCO2)N(C(=O)Cn2nnc3ccccc32)c2ccccc2C(C)=O)c1OC (configuration not stated) | -1 | 8 | 2 | -2 | 3 | 11 | -4 | 3 | -17 | 0.1 | -0.5
NC(=O)c1ccc(C(F)(F)F)n(Cc2ccc(F)c(F)c2)c1=O | -7 | -3 | 19 | -3 | 0 | 27 | 13 | -2 | -23 | -0.2 | -0.9
CCOc1ccc(-c2csc(NC(=O)C3CCCO3)n2)cc1 (configuration not stated) | 8 | -40 | -120 | -3 | -1 | -115 | -4 | -2 | -60 | 0.0 | -2.8
CCCC(=O)Nc1cccc(NC(=O)CN2CCN(c3ccccc3OC)CC2)c1 | 3 | 6 | 10 | -7 | . | 12 | . | -2 | -12 | 0.4 | -1.0
O=C(CSc1nc2ccccc2s1)Nc1ccc(C(=O)O)cc1 | -3 | 8 | -7 | 1 | 3 | 0 | -4 | 2 | -6 | 0.0 | -0.5
Cc1ccc(NS(=O)(=O)c2c(C(=O)N3CCCCCC3)c(C)n(C)c2C)c(C)c1 | -4 | -12 | 9 | -10 | -3 | 8 | -2 | 8 | 3 | -0.1 | 0.4
O=C(O)COn1c(-c2ccccc2)nc2ccc(Cl)cc21 | -5 | -2 | -158 | -9 | 3 | -16 | -4 | -3 | -12 | 0.0 | 0.7
O=C(Cn1cnc2c(nnn2-c2ccc(F)cc2)c1=O)N1CCCc2ccccc21 | 12 | 4 | -8 | -5 | 1 | 14 | -4 | 0 | -8 | -0.2 | 4.9

Bioassay records deposited in PubChem by several laboratories.
